Source: PubChem BioAssay (National Center for Advancing Translational Sciences (NCATS))
PI5P4Ka inh: qHTS for Inhibitors of phosphatidylinositol 5-phosphate 4-kinase (PI5P4K); PI5P4Kalpha enzyme, ADP-Glo luminescence, 60 min; hits give low values; max response, %; hit rate 1.2% among 330,000; active means max response of -50% or lower; inconclusive means between -30% and -50%; inactive means -30% or higher; further: value at the top dose of about 77 µM; on the % scale 0 is the no-effect control and ±100 the full control effect
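qHTS, 1536-well: enzyme/substrate mix, compound by pin tool, 5 microM ATP final; RT 60 min; ADP-Glo reagents 1 (45 min) then 2 (30 min); luminescence.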
PLK1 PBD inh: qHTS for Inhibitors of PLK1-PDB (polo-like kinase 1 - polo-box domain): Primary Screen. AID 720504, 2013. Potency, µM, without a hit: max response, negative = inhibition, hits mostly inhibitors. hit rate 2.8% among 360,000. Serine/threonine-protein kinase PLK1 (Homo sapiens), P53350. Plk1 PBD binding of FITC phosphopeptide, fluorescence polarization; further: potency means the concentration at half of the fitted maximal effect; series mostly up to about 57 µM; on the % scale 0 is the no-effect control and ±100 the full control effect; nearly all actives have a fitted effect of over 65% in size
IL2 activator: qHTS of IL-2 Activators; IL-2 activation reporter assay, cell-based qHTS; stimulated with anti-CD3/CD4/CD28 beads; in transgenic mouse T cells; activation, % (series mostly up to about 46 µM); hit rate 0.065% among 360,000; AID 652025, 2013; in the data active means activation above about 50%; inconclusive means mostly about 30% to 49%; further: 0% is about no effect
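Quantitative HTS in unstimulated transgenic mouse T cells, with memory T cells as non-tolerant control and PMA/ionomycin as tolerance-bypass control. Compound pretreatment lasted 60 minutes before 18 h bead stimulation; EGFP/DsRed fluorescence read.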
GLP1R ag: qHTS of GLP-1 Receptor Agonists. Glucagon-like peptide 1 receptor (Homo sapiens), P43220. HEK293 GLP-1R CRE-luciferase, luminescence, 4-6 h; cells express a hypersensitive GLP-1R form. Potency, µM (series often up to 45.6 µM), for inactives: top-dose activation, most hits filed as activators. hit rate 0.007% among 380,000. AID 624172, 2012; further: potency means the concentration at half of the fitted maximal effect; % of control where 0% means no effect
GLP1R cytotox: qHTS of GLP-1 Receptor Inverse Agonists: Cytotox Screen; Potency, µM (titrated, usually from 38.3 µM), without a hit: at the highest dose activity change, negative = inhibition, usual class: inhibitors; hit rate 0.13% among 410,000; AID 624418, 2012; HEK293 cAMP-luciferase reporter cells, luminescence, 24 h;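 further: loss of luciferase light is scored as toxicity; potency means the concentration at half of the fitted maximal effect; on the % scale 0 is the no-effect control and ±100 the full control effect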
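MLSMR compounds, 24 hr on cells at 37 deg C/5% CO2; luminescence after luciferase reagent (12 min RT). Inhibition counted as the undesired cytotoxic outcome.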
WRN inhibitor: qHTS for Inhibitors of WRN Helicase. Bifunctional 3'-5' exonuclease/ATP-dependent helicase WRN (Homo sapiens), Q14191. AID 651768, 2012. hit rate 0.46% among 360,000. Potency, µM (doses to about 114 µM), for inactives: top-dose activity change, negative = inhibition, actives largely listed as inhibitors. WRN helicase unwinding, fluorescent forked duplex, kinetic; further: potency means the concentration at half of the fitted maximal effect; on the % scale 0 is the no-effect control and ±100 the full control effect; nearly all actives have a fitted effect of over 55% in size
Target sequence (Q14191 whole entry, looked up): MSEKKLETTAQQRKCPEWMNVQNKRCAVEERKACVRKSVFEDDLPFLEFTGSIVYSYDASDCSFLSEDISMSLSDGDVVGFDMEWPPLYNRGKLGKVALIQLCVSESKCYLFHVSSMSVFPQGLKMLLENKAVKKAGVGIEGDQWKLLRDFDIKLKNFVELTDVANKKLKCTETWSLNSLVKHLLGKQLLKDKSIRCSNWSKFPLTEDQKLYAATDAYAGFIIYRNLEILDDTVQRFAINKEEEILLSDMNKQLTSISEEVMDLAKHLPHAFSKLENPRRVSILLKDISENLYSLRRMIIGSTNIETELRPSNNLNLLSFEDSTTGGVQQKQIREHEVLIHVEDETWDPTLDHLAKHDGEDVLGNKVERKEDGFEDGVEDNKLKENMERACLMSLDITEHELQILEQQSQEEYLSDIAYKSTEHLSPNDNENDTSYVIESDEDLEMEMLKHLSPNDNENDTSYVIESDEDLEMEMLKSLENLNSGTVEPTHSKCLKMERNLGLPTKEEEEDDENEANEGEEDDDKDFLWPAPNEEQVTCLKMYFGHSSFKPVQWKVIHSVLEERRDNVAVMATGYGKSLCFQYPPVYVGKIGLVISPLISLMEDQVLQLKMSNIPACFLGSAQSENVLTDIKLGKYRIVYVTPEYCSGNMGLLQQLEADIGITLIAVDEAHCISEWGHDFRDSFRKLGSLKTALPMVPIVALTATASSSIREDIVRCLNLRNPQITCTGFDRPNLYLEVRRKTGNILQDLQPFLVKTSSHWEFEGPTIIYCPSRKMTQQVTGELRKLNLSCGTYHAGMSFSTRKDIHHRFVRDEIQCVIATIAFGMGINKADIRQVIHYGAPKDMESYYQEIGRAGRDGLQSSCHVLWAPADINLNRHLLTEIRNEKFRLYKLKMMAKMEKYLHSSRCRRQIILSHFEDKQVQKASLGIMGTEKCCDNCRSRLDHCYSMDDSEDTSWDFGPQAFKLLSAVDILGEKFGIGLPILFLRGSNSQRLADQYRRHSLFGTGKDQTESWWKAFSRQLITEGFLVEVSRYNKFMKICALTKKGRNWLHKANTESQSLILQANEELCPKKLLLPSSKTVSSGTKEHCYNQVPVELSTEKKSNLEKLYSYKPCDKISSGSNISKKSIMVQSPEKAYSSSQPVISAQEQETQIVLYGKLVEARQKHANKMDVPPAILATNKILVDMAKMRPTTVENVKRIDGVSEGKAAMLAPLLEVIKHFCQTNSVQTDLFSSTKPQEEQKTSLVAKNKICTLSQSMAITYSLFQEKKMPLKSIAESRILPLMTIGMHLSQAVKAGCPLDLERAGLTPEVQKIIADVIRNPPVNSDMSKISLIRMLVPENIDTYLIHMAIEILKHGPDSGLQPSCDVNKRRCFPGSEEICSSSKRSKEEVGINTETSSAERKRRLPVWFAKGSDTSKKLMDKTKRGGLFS
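Kinetic fluorescence helicase assay: unwinding of a quenched forked DNA duplex (100 nM final) with 2 mM ATP final raises red fluorescence (525/598 nm). Compounds sat 15 min at room temperature with 20 nM WRN beforehand.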
GLP-1R inv ag: qHTS of GLP-1 Receptor Inverse Agonists (Inhibition Mode). HEK293 GLP-1R CRE-luciferase, luminescence, 24 h; GLP-1R form is constitutively active. Potency, µM (top dose mostly 38.3 µM), for inactives: top-dose activity change, negative = inhibition, hits mostly inhibitors. hit rate 1.6% among 410,000. AID 624417, 2012; further: potency means the concentration at half of the fitted maximal effect; on the % scale 0 is the no-effect control and ±100 the full control effect; nearly all actives have a fitted effect of over 55% in size
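Inverse agonists were sought by their lowering of basal cAMP reporter luciferase output in HEK293 cells stably carrying constitutively active human GLP-1R, after 24 h compound treatment.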
D3 ag: qHTS of D3 Dopamine Receptor Agonist: qHTS. hit rate 0.58% among 410,000. D3R DiscoveRx beta-arrestin cells, luminescence, 90 min. AID 652048, 2013. D(3) dopamine receptor (Homo sapiens), P35462. max activation, %; in the data active means max activation above about 30%; further: 0% is about no effect; mostly tested at two doses, the higher about 12 µM
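Cells at 1500/well, incubated overnight, then treated with pinned compounds (dopamine as control) for 90 min at 37 degrees C. DiscoveRx reagent added for 30 - 60 minutes at room temperature; luminescence read.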
D3 antag: qHTS of D3 Dopamine Receptor Antagonist: qHTS | max response, negative = inhibition, % | AID 652054, 2013 | hit rate 2.5% among 360,000 | D(3) dopamine receptor (Homo sapiens), P35462 | D3R cells, DiscoveRx beta-arrestin luminescence, antagonist mode; hits give low values; in the data active means max response below about -50%; inconclusive means no clear call, values can overlap the other calls; further: on the % scale 0 is the no-effect control and ±100 the full control effect; mostly tested at two doses, the higher about 12 µM
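Cells expressing the human receptor were seeded at 1500 cells/well, incubated overnight at 37 degrees C in 5% CO2, then exposed to library compounds with dopamine controls for 90 minutes at 37 degrees C before luminescent detection.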
* marks the source's active call; other numbers are inactive results; u = inconclusive; x = no result given; & = joins results of further samples; [ ] = remark or other dose. Unless noted, the call rests on the fitted dose curve; in most records, active means well fitted curve in the direction sought with a large enough effect; inconclusive means small, poorly fitted or top-dose-only effect, or another doubt; inactive means no such curve, though single readings can be large; an effect the other way counts as inactive or inconclusive. Rows are unselected; about 7.8% have a hit in one of these screens.

SMILES	PI5P4Ka inh	PLK1 PBD inh	IL2 activator	GLP1R ag	GLP1R cytotox	WRN inhibitor	GLP-1R inv ag	D3 ag	D3 antag
COc1cccc(-c2cnc3c(NC(C)=O)cc(-c4ccccc4OC)cn23)c1	0.0	-5.2%	-0.3	10.6%	-14.0%	-4.6%	u	3.1	7.1
COc1ccc(C(C)=O)cc1Cn1c(C)c(C(=O)NCCC#N)sc1=O	7.2	-1.3%	0.4	-2.7%	-6.5%	-0.7%[57.1 µM]	23.6%	2.7	16.9
c1ccc(CNCCCn2cnc3c(OCc4ccccc4)ncnc32)cc1	7.1	-23.5%	-0.5	13.3%	15.1%	-7.8%	-20.1%	-53.6	-14.5
CC(=O)C1=C(O)C(=O)N(c2nccs2)C1c1ccc(F)cc1 (stereo unspecified)	-1.3	-10.3%	2.1	-2.0%	-4.8%	-7.5%	11.4%	-0.1	-26.2
CCOC(=O)c1cc(C)n(Cc2ccc(OCC)c(OC)c2)c1C	x	2.9%	-1.6	20.1%	-2.0%	0.6%	u	17.5	15.8
COc1ccc(C(=NN)c2ccc(OC)cc2)cc1	-0.6	u	3.0	23.3%	6.4%	0.8%	-21.9%	3.6	-10.2
Cc1cnc(NC(=O)c2ccc3c(c2)OCCO3)s1	-8.6	-16.0%	0.0	-7.1%	-32.3%	1.1%	u	-19.1	-12.3
O=C(Nc1cccc(NC(=O)c2cccc(F)c2)c1)c1ccccc1	-1.8	-18.2%	0.0	13.9%	-3.5%	2.4%	10.3%	-7.4	10.7
CCN1C(=O)[C@H]2[C@@H](c3ccc(-c4ccc(F)cc4)cc3)N[C@@](C)(C(=O)OC)[C@H]2C1=O	-2.1	-0.2%	-2.2	2.2%	2.5%	-7.5%	-3.4%	-17.4	-23.2
COc1ccc(C(=O)NCc2ccc(Cl)c(Cl)c2)cc1OC	6.5	-3.2%	0.8	6.3%	-23.0%	-7.0%	-10.1%	-3.5	-1.5
OC(CNc1ccccc1)COc1ccc(OCC(O)CNc2ccccc2)cc1 (stereo unspecified)	15.2	-22.2%	-3.3	-28.6%	13.0%	-35.7%[57.1 µM]	6.31µM*	0.6	-20.0
COc1cc2[nH]c(=O)n(CCCCCC(=O)N3CCN(c4ccccn4)CC3)c(=O)c2cc1OC	x	-1.9%	3.5	-2.2%	1.9%	-13.0%	63.8%[activator]	29.0	11.6
CN(Cc1ccccc1)C(=O)CCCn1c(=O)[nH]c2cc(Cl)ccc2c1=O	-4.9	-4.3%	-0.2	-7.3%	4.9%	-24.7%	-7.7%	-5.9	-13.9
NC(=O)CSc1nnc(-c2ccoc2)o1	-3.4	-3.3%	-1.8	-1.8%	-7.8%	5.9%	3.2%	1.2	13.4
CCc1ccc(N2CC(C(=O)Nc3ccc(S(=O)(=O)N4CCCCC4)cc3)CC2=O)cc1 (stereo unspecified)	1.1	-5.9%	-2.9	0.7%	-0.2%	-22.8%	u	-5.3	-2.1
COc1ccc(C2C(C(C)=O)=C(O)C(=O)N2CCc2c[nH]c3ccccc23)cc1 (stereo unspecified)	-3.7	2.1%	-1.3	-3.7%	u	4.1%	1.2%	-1.4	10.4
O=C(/C=C/c1ccco1)Nc1nc(-c2ccccn2)cs1	-93.5*	-26.5%	0.5	-1.4%	u	u	u	-1.3	-5.1
CCNC(=O)C1(C)CCCN(Cc2cccc(Oc3ccccc3)c2)C1 (stereo unspecified)	1.8	-12.2%	-0.4	6.2%	2.7%	-8.6%	12.1%	-7.9	0.0
CC(=O)/C(=N\Nc1cccc(Cl)c1)Sc1nnc(-c2ccccc2)n1-c1ccccc1	-2.6	-6.3%	-3.3	2.6%	-2.9%	-19.2%	-3.3%	-19.9	-54.1*
O=C(NC1CCCC1)C1CCCN1C(=O)Oc1ccccc1 (stereo unspecified)	-0.1	-0.5%	-0.5	-3.6%	1.2%	-2.9%	-3.5%	0.6	14.5

Among those listed so far, 3 contain an NH in an aromatic ring:
SMILES	PI5P4Ka inh	PLK1 PBD inh	IL2 activator	GLP1R ag	GLP1R cytotox	WRN inhibitor	GLP-1R inv ag	D3 ag	D3 antag
COc1cc2[nH]c(=O)n(CCCCCC(=O)N3CCN(c4ccccn4)CC3)c(=O)c2cc1OC	x	-1.9%	3.5	-2.2%	1.9%	-13.0%	63.8%[activator]	29.0	11.6
CN(Cc1ccccc1)C(=O)CCCn1c(=O)[nH]c2cc(Cl)ccc2c1=O	-4.9	-4.3%	-0.2	-7.3%	4.9%	-24.7%	-7.7%	-5.9	-13.9
COc1ccc(C2C(C(C)=O)=C(O)C(=O)N2CCc2c[nH]c3ccccc23)cc1 (stereo unspecified)	-3.7	2.1%	-1.3	-3.7%	u	4.1%	1.2%	-1.4	10.4

Continued.
SMILES	PI5P4Ka inh	PLK1 PBD inh	IL2 activator	GLP1R ag	GLP1R cytotox	WRN inhibitor	GLP-1R inv ag	D3 ag	D3 antag
Cc1nc2ccccc2nc1OCC(=O)Nc1ccc(F)cc1	13.9	3.8%	0.7	5.5%	5.8%	7.9%	8.9%	0.3	4.4
Cc1cc([N+](=O)[O-])nn1CC(=O)N(C)Cc1ccccc1	6.4	-1.4%	-0.5	-8.2%	-0.2%	-15.4%	5.1%	0.6	7.3
CN1CCN(C(=S)c2cn(Cc3ccccc3)c3ccccc23)CC1	-0.9	3.4%	-0.4	12.7%	0.4%	-0.7%	u	-25.6	u
N#C/C(=C\c1ccc(N2CCOCC2)o1)C(=O)NCC1CCCO1 (stereo unspecified)	-1.4	79.8%[activator]	-3.4	-1.4%	3.0%	2.9%	0.0%	-0.9	-82.0*
COC(=O)c1c(NC(=O)C2Cc3ccccc3C(=O)O2)sc2c1CCCC2 (stereo unspecified)	2.2	-10.3%	-1.2	-2.6%	5.6%	2.0%	10.1%	10.3	9.0
CC(=O)c1c(C)[nH]c(C(=O)CSc2nnc(-c3ccco3)n2Cc2ccccc2)c1C	-4.3	-13.7%	-1.1	-11.1%	u	-14.0%	-6.4%	3.5	12.0
CCOC(=O)[C@]12CCC=C1N(CCC1=CCCCC1)C(=O)[C@H](CC(=O)NCCCCc1ccccc1)C2	-2.6	-9.1%	2.1	4.9%	-10.6%	-0.4%	u	-8.5	5.9
O=C(COC(=O)c1cccs1)Nc1ccc(S(=O)(=O)N2CCOCC2)cc1	-14.2	-10.2%	-1.1	4.6%	-22.9%	-4.4%	12.1%	1.4	5.8
CC(C)(C)C1CCC2(CC1)NC(CO)(CO)CO2 (stereo unspecified)	-3.6	1.2%	2.1	-13.0%	-5.7%	5.2%	0.3%	6.8	0.0
O=C(C(c1ccccc1)C(O)(c1ccccc1)c1ccccc1)N1CCOCC1 (stereo unspecified)	2.1	-12.1%	0.0	3.6%	0.8%	6.0%	-14.0%	-7.3	0.0
CCOC(=O)c1c(S(=O)(=O)NCCc2ccc(OC)c(OC)c2)c(C)n(C)c1C	1.3	-6.6%	-3.7	16.9%	2.8%	-7.3%[57.1 µM]	169.6%[activator]	1.9	4.9
OC(c1ccc(F)c(F)c1)c1nc(-c2ccc3ccccc3c2)cs1 (stereo unspecified)	1.8	-4.0%	-0.7	16.5%	-9.2%	-5.3%	u	-5.6	-9.3
Cn1c(SCC(=O)NCc2ccccc2)nnc1C1CC1	11.1	-6.9%	-1.3	6.1%	-4.9%	-17.0%	12.1%	-0.5	-6.6
Cc1ccccc1CN1CCC(n2nccc2NC(=O)c2ccc3c(c2)OCO3)CC1	-7.0	-2.5%	0.3	6.2%	2.4%	15.3%	u	-25.9	u
COc1ccc(C(=O)Cc2ccc(OC)c(OC)c2)c(OC)c1	x	-0.5%	-0.5	7.4%	-5.9%	-5.2%	49.8%[activator]	19.5	13.6
O=C(NCC(=O)N1CCN(C(c2ccccc2)c2ccccc2)CC1)c1ccc(Br)o1	-1.3	2.2%	-3.2	1.5%	-12.9%	-2.4%	u	-14.8	-6.8
CCCn1c(-c2ccccc2)nc2c(=O)n(C)c(=O)[nH]c21	-25.8	4.1%	-0.1	20.5%	22.3%	-5.5%	0.4%	0.9	-4.5
COc1cc(NC(=O)CSCC(=O)Nc2cccc(C(F)(F)F)c2)c(Cl)cc1Cl	x	-5.6%	-0.7	0.7%	-23.5%	-13.7%	u	-3.3	-22.4
CCOc1ccc(-n2c(Cc3cc(=O)[nH]c(=O)[nH]3)nnc2SCC(=O)Nc2nnc(C)s2)cc1	0.6	-13.9%	0.1	2.0%	0.0%	4.4%	1.4%	1.6	2.8
O=C(Nc1ccccc1)OCC(CN1CCCCC1)OC(=O)Nc1ccccc1 (stereo unspecified)	-1.6	3.2%	0.3	-4.6%	2.3%	2.1%	1.3%	-79.9&-19.1	-89.2*
COc1ccccc1NC(=O)C1CC(C)OC1=O (stereo unspecified)	-0.7	-17.9%	0.4	3.8%	4.4%	-5.4%	10.8%	5.0	-12.0
S=C(NCc1ccccc1)NCc1ccc(Cl)cc1	1.4	-6.2%	-1.9	-6.4%	u	1.2%	u	-18.0	-10.5
Oc1ccc2ccc(Cl)cc2c1	6.4	-5.6%	-0.6	-0.4%	14.7%	-3.5%	-9.4%	5.8	47.9
CCn1c(CN2CCN(CCO)CC2)nc2ccccc21	0.5	-2.9%	-0.2	2.9%	3.5%	0.9%	-0.6%	1.7	17.2
CN(C)N1C(N)=C(C#N)C(c2cccs2)C2=C1CC(C)(C)CC2=O (stereo unspecified)	-13.1	u	0.6	10.1%	17.0%	-35.7%	18.5%	1.8	-7.8
CC[n+]1c(C=C2C=C(C)OC(C)=C2)sc2ccccc21	3.3	-19.5%	4.1	0.4%	2.5%[7.66 µM]	-7.2%	u	1.3	-0.8
